Tau fluor cs = counter-screen for tau fibril formation inhibitors | tau K18 P301L (four-repeat tau fragment) Alexa594 fluorescence, heparin fibrillization | Potency, µM (series often up to 57.7 µM), inactives show at the top dose activity change, negative = decrease | 0.93% of 280,000 active | AID 1463; also: % is scaled to controls: 0 for no effect and ±100 for the full control effect; nearly all actives have a fitted effect of over 55% in size
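Human K18 P301L tau (15 uM unlabeled plus 0.24 uM Alexa 594-labeled, final) in 100 mM sodium acetate pH 7 was mixed with compound and 20 uM heparin and incubated 6 hr at 37 C.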
GAA spleen mod = inhibitors or activators of human alpha-glucosidase in spleen homogenate | AID 2112 | 0.006% of 240,000 active | Potency, µM (titrated, usually from 79.9 µM), for inactives: top-dose activity change, negative = inhibition, usual class: inhibitors | human spleen homogenate, 4-MU-alpha-glucoside fluorescence;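 also: 0% = enzyme with vehicle and -100% = no enzyme basal signal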
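Compounds were titrated against alpha-glucosidase in spleen homogenate at pH 5.0, with 1 mM 4-methylumbelliferyl substrate for 40 min at 37 C. Reactions were quenched with pH 10 NaOH/glycine and fluorescence measured.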
ALDH1A1 block = inhibitors of human aldehyde dehydrogenase 1A1. P00352. Potency, µM (top dose mostly 75.3 µM), inactives show at the highest dose activity, negative = inhibition, usual class: inhibitors. 7.3% of 220,000 active. AID 1030. Purified ALDH1A1, NADH fluorescence, propionaldehyde substrate; active = well fitted inhibition curve with a large enough effect, not every such curve was filed as active; inconclusive = small, poorly fitted or top-dose-only effect, or another doubt; inactive = no such curve, though single readings can be large or run the other way;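 also: plate controls were no enzyme wells and a reference inhibitor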
GLA spleen mod = alpha-galactosidase A (human) modulation | P06280 | human spleen homogenate, 4MU-alpha-Gal fluorescence, 40 min | Potency, µM (titrated, usually from 80 µM), for the others: at the highest dose activity change, negative = inhibition, usual class: inhibitors | 0.008% of 240,000 active;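 also: 0% = enzyme with vehicle and -100% = no enzyme basal signal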
Target sequence (P06280 32-429 limits assumed): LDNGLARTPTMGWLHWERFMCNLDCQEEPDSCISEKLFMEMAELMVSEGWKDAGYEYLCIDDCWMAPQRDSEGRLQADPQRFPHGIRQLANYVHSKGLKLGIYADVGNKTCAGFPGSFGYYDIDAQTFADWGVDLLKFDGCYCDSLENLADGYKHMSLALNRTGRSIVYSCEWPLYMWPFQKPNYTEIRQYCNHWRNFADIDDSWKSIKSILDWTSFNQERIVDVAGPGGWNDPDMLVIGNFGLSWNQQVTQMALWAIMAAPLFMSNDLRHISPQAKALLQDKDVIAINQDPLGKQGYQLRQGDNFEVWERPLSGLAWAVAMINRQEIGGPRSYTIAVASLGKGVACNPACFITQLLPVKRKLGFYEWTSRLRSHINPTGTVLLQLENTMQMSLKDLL
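Fluorogenic readout (Ex 365/Em 440 nm) of 4-methylumbelliferone released from 1 mM 4-MU-alpha-galactoside by spleen homogenate, 40 min at 37C, pH 5.0. Data normalized to no-enzyme and enzyme controls; Hill-equation AC50 from compound titrations.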
NPSR antag = neuropeptide S receptor (human) antagonism, cAMP; Q6W5P4; CHO-NPSR cells, cAMP TR-FRET, antagonist mode; 1% of 220,000 active; Potency, µM (highest dose often 38.3 µM), for the others: at the highest dose activity change, negative = inhibition, usual class: inhibitors; AID 1461; also: % is scaled to controls: 0 for no effect and ±100 for the full control effect; nearly all actives have a fitted effect of over 50% in size; many of its hits are not listed in these tables
Target sequence (Q6W5P4 whole entry, looked up): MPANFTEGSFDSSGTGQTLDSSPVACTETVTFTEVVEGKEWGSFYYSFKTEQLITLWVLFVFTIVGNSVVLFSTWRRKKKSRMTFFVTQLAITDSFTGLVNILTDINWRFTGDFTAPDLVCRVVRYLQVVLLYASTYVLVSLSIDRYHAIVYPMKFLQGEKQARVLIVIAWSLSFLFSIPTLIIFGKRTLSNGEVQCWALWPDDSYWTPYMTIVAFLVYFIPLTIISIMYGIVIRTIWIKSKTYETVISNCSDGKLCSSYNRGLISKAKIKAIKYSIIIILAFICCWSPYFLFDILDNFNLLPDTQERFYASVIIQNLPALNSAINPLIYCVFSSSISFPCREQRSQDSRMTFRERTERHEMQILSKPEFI
Epigenetic derep = derepresses silenced GFP reporter in murine cells. 0.2% of 280,000 active. murine LDR cells, GFP reporter derepression, 30 h. Potency, µM (top dose mostly 53.9 µM), inactives show at the top dose GFP activation, actives largely listed as activators. AID 1865; also: % of control where 0% means no effect; nearly all actives have a fitted effect of over 60% in size
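Murine LDR cells bearing a silenced CMV-driven GFP reporter were exposed to compound for 30 h at 37 C. After PBS washes, GFP-positive cells (20-120 um objects) counted by laser-scanning microplate cytometry.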
GAA inh = alpha-glucosidase (human) inhibition; P10253; purified human GAA, 4-MU-alpha-glucoside fluorescence; Potency, µM (top dose mostly 76.9 µM), for the others: top-dose activity change, negative = inhibition, most hits filed as inhibitors; 0.005% of 200,000 active; AID 1466;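 also: plate controls were uninhibited enzyme wells for no effect and no-enzyme background for full effect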
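Human alpha-glucosidase, 4 nM, pre-mixed with test compounds before 400 uM 4-methylumbelliferyl substrate; 20 min room temperature at pH 5.0. Fluorescence read after pH 10 stop; AC50 values from Hill-equation fits.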
GAA glycogen mod = GAA glycogen-cleavage inhibition or activation | P10253 | recombinant GAA, glycogen substrate, Amplex Red glucose oxidase fluorescence | Potency, µM (series often up to 76.4 µM), inactives show at the top dose activity change, negative = inhibition, most hits filed as inhibitors | 0.38% of 300,000 active;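 also: 0% = full enzyme reaction and -100% = no-enzyme basal signal; the screen sought inhibitors and activators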
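Recombinant enzyme (4 nM final) with compounds titrated up to 77 uM and bovine liver glycogen (30 ug) in citrate pH 5.0, 0.01% Tween-20, 37 C 40 min. Released glucose detected by Amplex Red/glucose oxidase (Ex 573/Em 610); AC50 from Hill fits.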
Active calls of the source: *; ? = inconclusive; · = not tested or not shown; [ ] = remark or other dose. Unless noted, calls follow the shape of the dose curve; as a rule, active = well fitted curve in the direction sought with a large enough effect; inconclusive = small, poorly fitted or top-dose-only effect, or another doubt; inactive = no such curve, though single readings can be large; an effect the other way counts as inactive or inconclusive. Potency is read from the fitted curve at half-maximal effect.

SMILES | Tau fluor cs | GAA spleen mod | ALDH1A1 block | GLA spleen mod | NPSR antag | Epigenetic derep | GAA inh | GAA glycogen mod
COc1ccc(NS(=O)(=O)c2cc(NC(=O)c3cccs3)ccc2N2CCOCC2)cc1 | ? | -10% | 1% | 2% | -43% | 1.1% | -3% | -17%
Cn1c(=O)[nH]c(=O)c2c1nc(CN1CCN(c3ccccc3F)CC1)n2CCc1ccccc1 | 7% | -4% | · | -1% | -17% | 1.0% | · | 4%
C(=N\Nc1nc(Nc2ccccc2)nc(N2CCCCC2)n1)/c1ccco1 | ? | -1% | -6% | -4% | ? | 0.0% | ? | -3%
CCN(CC)S(=O)(=O)c1cc(NS(=O)(=O)c2cccc(Cl)c2)ccc1C | -17% | 1% | 18µM* | -2% | -28% | -1.1% | 2% | -6%
COC(C1CCCCC1)C(C)C(OCc1cccc(Br)c1)C(C)CO (stereo unspecified) | -14%[11.6 µM] | 2%[17.4 µM] | 20%[13.5 µM] | 2%[17.5 µM] | · | 0.0%[10.1 µM] | · | ·
CCNc1nc(CC)nc2c1oc1ccccc12 | -3% | -3% | 6% | 11% | 6%[46.1 µM] | 1.1% | 0%[15.4 µM] | -21%
C(#Cc1ccccc1)C[N+]1(CC#Cc2ccccc2)CCCCC1 | -17% | -3% | -7% | 6% | 15% | 0.0% | ? | 0%
CCOc1ccccc1NC(=O)CSc1nnc(CNC(=O)COc2ccc(Cl)cc2)o1 | -14% | -12% | 4% | 3% | -16%[46.1 µM] | 0.0% | -6% | -2%
O=C(c1ccco1)N1CCN(C(=O)c2cccc3c2C(=O)N(Cc2cccnc2)C3)CC1 | -1% | -4% | ? | 0% | 17%[46.1 µM] | 2.7% | 2% | -3%
CC/C(=N\NC(=O)CCC(=O)NCc1ccccc1)c1ccc(O)cc1 | -10% | 0% | 0% | -7% | 4% | -4.7% | 6% | 2%
CCS(=O)(=O)NCCNc1ccc([N+](=O)[O-])cc1 | 1% | 2% | -4% | 3% | 5% | 1.2% | ? | 21%
CC(C)Cc1ccc(S(=O)(=O)N2CCCC2)cc1 | -11% | -13% | -14% | -2% | -19%[46.1 µM] | 2.6% | -9% | 13%
O=S(=O)([N-]c1nc2ccccc2nc1-[n+]1ccc(CCCc2ccccc2)cc1)c1cccs1 | -27% | 1% | · | -2% | 38% | 9.1% | · | -1%
CN(/N=C/c1ccncc1)C1=NS(=O)(=O)c2ccccc21 | 1% | 7% | -13% | 15% | -12%[46.1 µM] | -3.4% | -4% | 3%
N#Cc1ccc(OCC(O)CS(=O)(=O)c2ccc(F)cc2)cc1 (stereo unspecified) | 1% | 2% | -3% | -1% | 4% | 0.0% | -3% | -2%
Cc1occc1C(=O)NNC(=O)Cc1ccccc1 | -8% | -6% | 5% | -4% | 2%[46.1 µM] | -1.3% | ? | 6%
COc1ccc(C)c(S(=O)(=O)Nc2ccc(OCC(=O)O)cc2)c1 | -6% | 3% | 12% | 11% | 16%[46.1 µM] | 5.8% | ? | 14%
COC(=O)C1=C(C(=O)OC)[C@@H]2Nc3ccccc3[C@@]23C[C@@H](C(=O)OC)N(C(=O)COCc2ccccc2)C3=N1 | 0%[11.6 µM] | -2%[17.4 µM] | 3%[13.5 µM] | 3%[17.5 µM] | · | · | · | ·
O=C(CSc1ccc(-c2nc3ccccc3[nH]2)cn1)Nc1ccc(S(=O)(=O)N2CCCC2)cc1 | -3% | -4% | ? | -2% | 2% | 0.0% | -6% | -6%
CCOC(=O)CC(=O)CSc1nc2c(sc(=S)n2-c2ccc(OCC)cc2)c(=O)[nH]1 | -3% | -1% | ? | 3% | -53% | 1.0% | 0% | 0%
Cc1c(N=C2SC(CC(=O)Nc3ccccc3)C(=O)N2CCN2CCOCC2)c(=O)n(-c2ccccc2)n1C (stereo unspecified) | 3% | 0% | 2% | -2% | 12% | -2.0% | 3% | -3%
CCCC12C(=O)C(C)(C(c3ccccc3)=C1c1ccccc1)C1C(=O)N(c3ccc(C)cc3)C(=O)C12 (stereo unspecified) | -5% | 0% | 7% | -2% | -5% | 13% | 0% | -14%
CC(=O)Nc1ccc(NC(=O)CN(c2cccc([N+](=O)[O-])c2)S(C)(=O)=O)cc1 | 7% | 6% | 7% | 10% | 7% | 1.3% | 7% | -5%
CC1CCCC(NC(=O)COC(=O)c2cc(S(=O)(=O)N3CCCCC3)ccc2N2CCOCC2)C1C (stereo unspecified) | -11% | -4% | 10µM* | 6% | -19%[46.1 µM] | 1.1% | -6% | -7%
CCCCn1nnnc1SCC(=O)N1CCOCC1 | 1% | -1% | -2% | 0% | -11%[46.1 µM] | 0.1% | -2% | -2%
COCc1nnc(NC(=O)c2ccc(OC)cc2OC)s1 | 7% | -4% | ? | -3% | 6% | -4.7% | -9% | -8%
Cc1nc2c(C(=O)O)cnn2c(C)c1Cc1ccccc1F | 2% | -1% | ? | -6% | -17%[46.1 µM] | 0.0% | -7% | -1%
O=C(Nc1ccccc1-c1ccccc1)c1ccc(NC(=O)c2ccco2)cc1 | ? | -18% | ? | -4% | -13%[46.1 µM] | -0.5% | 3% | -8%
Cc1nc(Sc2nnnn2-c2ccccc2)c(C#N)c(C)c1C | -6% | 7% | ? | 3% | 2%[46.1 µM] | 0.8% | -1%[15.4 µM] | -12%
CN1CCC(N(C)C(=S)Nc2ccc(F)cc2)CC1 | -1% | 2% | -8% | 1% | 11% | 0.0% | 2% | -1%
O=C1N=C2SCCN2/C1=C\c1ccccc1Cl | -4% | -11% | 5% | 10% | -7%[46.1 µM] | 1.2% | 4% | -6%
CC(c1ccccc1)n1c(-c2ccncc2)n[nH]c1=S (stereo unspecified) | 3% | -6% | ? | -1% | -8%[46.1 µM] | -1.1% | -4% | 0%
CN(C)S(=O)(=O)c1cccc(NC(=O)CN2C(=O)NC(Cc3c[nH]c4ccccc34)C2=O)c1 (stereo unspecified) | -27% | -2% | -9% | -8% | 3% | -5.8% | 11% | 5%
Cc1ccc(C2=NCCNC2=O)c(C)c1 | 2% | -3% | 5% | -13% | 4%[46.1 µM] | -0.1% | -6% | 2%
O=C(CSc1nc2ccccc2s1)c1cc2ccccc2o1 | -18% | -6% | ? | 0% | -23%[46.1 µM] | 9.9% | 0% | -19%
CCOc1ccccc1CNS(=O)(=O)c1ccc2[nH]c(=O)sc2c1 | -10% | -13% | ? | -9% | -16%[46.1 µM] | -1.1% | -2% | -23%

Ordered by SMILES length (ascending): part of the list above.
SMILES | Tau fluor cs | GAA spleen mod | ALDH1A1 block | GLA spleen mod | NPSR antag | Epigenetic derep | GAA inh | GAA glycogen mod
Cc1ccc(C2=NCCNC2=O)c(C)c1 | 2% | -3% | 5% | -13% | 4%[46.1 µM] | -0.1% | -6% | 2%
CCCCn1nnnc1SCC(=O)N1CCOCC1 | 1% | -1% | -2% | 0% | -11%[46.1 µM] | 0.1% | -2% | -2%
O=C1N=C2SCCN2/C1=C\c1ccccc1Cl | -4% | -11% | 5% | 10% | -7%[46.1 µM] | 1.2% | 4% | -6%
COCc1nnc(NC(=O)c2ccc(OC)cc2OC)s1 | 7% | -4% | ? | -3% | 6% | -4.7% | -9% | -8%
Cc1nc2c(C(=O)O)cnn2c(C)c1Cc1ccccc1F | 2% | -1% | ? | -6% | -17%[46.1 µM] | 0.0% | -7% | -1%
Cc1nc(Sc2nnnn2-c2ccccc2)c(C#N)c(C)c1C | -6% | 7% | ? | 3% | 2%[46.1 µM] | 0.8% | -1%[15.4 µM] | -12%
CCOc1ccccc1CNS(=O)(=O)c1ccc2[nH]c(=O)sc2c1 | -10% | -13% | ? | -9% | -16%[46.1 µM] | -1.1% | -2% | -23%
O=C(Nc1ccccc1-c1ccccc1)c1ccc(NC(=O)c2ccco2)cc1 | ? | -18% | ? | -4% | -13%[46.1 µM] | -0.5% | 3% | -8%
CN(C)S(=O)(=O)c1cccc(NC(=O)CN2C(=O)NC(Cc3c[nH]c4ccccc34)C2=O)c1 (stereo unspecified) | -27% | -2% | -9% | -8% | 3% | -5.8% | 11% | 5%

Continued:
SMILES | Tau fluor cs | GAA spleen mod | ALDH1A1 block | GLA spleen mod | NPSR antag | Epigenetic derep | GAA inh | GAA glycogen mod
O=C(/C=C1\SC(=O)NC1=O)Nc1ccc(C(=O)O)cc1 | -5% | -14% | · | 3% | 0% | 0.2% | · | 0%
c1ccc(-n2c(-c3ccco3)nnc2-c2ccco2)cc1 | 6% | 0% | ? | -8% | -16%[46.1 µM] | 14% | -6% | -6%
O=C(CS(=O)CC(=O)N(CC(=O)NC1CCCC1)C1CCCC1)Nc1ccc(F)cc1 (stereo unspecified) | -1% | -13% | 3% | 2% | -1%[46.1 µM] | -1.3% | -9% | 8%
COc1cccc(NC(=O)CN2CCN(c3nc(-c4cccc(OC)c4)cs3)CC2)c1 | ? | -3% | ? | 0% | -26%[46.1 µM] | -1.2% | -8% | -12%
O=C(Nc1ccc2c(c1)OCO2)c1cnn2c1NC(c1ccco1)CC2C(F)(F)F (stereo unspecified) | -19% | 1% | -12% | 5% | -19%[46.1 µM] | 4.8% | 10% | -3%
CC(C)(C)OC(=O)N1CCCN(C(=O)Nc2ccccc2)CC1 | -9% | 5% | · | 7% | -4% | 0.1% | · | -10%
C=CCNC(=O)c1cccc(Br)c1 | 4% | -4% | 5% | 0% | -3%[46.1 µM] | -1.6% | -3% | -2%
O=C(Oc1ccc(NC2=NS(=O)(=O)c3ccccc32)cc1)c1cccnc1 | -3% | 2% | 7% | 2% | 4% | 1.1% | -1% | 3%
CC(=O)/C(CN1CCCCC1)=N\O | 8% | -9% | 3.5µM* | 1% | -4%[46.1 µM] | 15% | -1% | -25%
CC(C)(C)c1nnc(NC(=O)CCn2cnc3ccccc3c2=O)s1 | -11% | 0% | -5% | 2% | 7% | -1.1% | -14% | 7%
CCCC1(C(=O)O)NC(c2ccccc2O)C2C(=O)N(Cc3ccccc3)C(=O)C21 (stereo unspecified) | -13% | -1% | 2% | -7% | 12%[46.1 µM] | -1.4% | 1% | 3%
CCc1nnc(NC(=O)CN2CCN(c3ccccc3OC)CC2)s1 | 3% | -2% | ? | -1% | 3%[46.1 µM] | -0.2% | -1% | 6%

These rows are one share of the data; count on the stated rates, not on these rows.
